Assay outcomes: PubChem BioAssay, National Center for Advancing Translational Sciences (NCATS)
S-ASM inh: blocks human secretory acid sphingomyelinase; hit rate 0.006% among 340,000; Potency, µM (titrated, usually from 57.5 µM), without a hit: at the highest dose activity change, negative = inhibition, most hits filed as inhibitors; placental ASM, HMU-PC fluorogenic substrate, 60 min; further: potency means the concentration at half of the fitted maximal effect
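Steps: dispense placental human ASM, pin compound, wait 10 min at room temperature, add HMU-PC0 substrate at 9 uM final, incubate 60 min at 37 °C, add stop solution raising pH to 10, read fluorescence.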
a7 integrin act: integrin-mediated muscular dystrophy alleviation activation. alpha7betagal myoblasts, beta-gal FDG fluorescence, 48 h. Potency, µM (doses to about 38.3 µM), for the others: at the highest dose activation, hits mostly activators. hit rate 0.064% among 350,000. AID 624291;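 further: potency means the concentration at half of the fitted maximal effect; 100% = response of the positive control SU9516; nearly all actives have a fitted effect of over 60% in size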
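alpha7betagal+/- myoblasts (passage 13, 250/well) treated 48 h at 37C with compounds at 1:260 dilution of DMSO stock. Lysed, then beta-galactosidase activity read as FDG fluorescence (ex 480/em 540) after 30 min, with pre-read for autofluorescence.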
Menin MLL FP TR: displaces Texas Red mutant MLL peptide from human menin; O00255; Menin + Texas Red MLL mutant peptide, fluorescence polarization; Potency, µM (highest dose often 61.6 µM), for inactives: top-dose FP activity change, negative = inhibition, hits mostly inhibitors; hit rate 0.23% among 270,000; AID 1768; active means well fitted inhibition curve with a large enough effect in the polarisation, with a control signal flat, not every such curve was filed as active; inconclusive means small, poorly fitted or top-dose-only effect, or effect the other way, or a change in a side signal; inactive means no such curve, though single readings can be large or run the other way; the % refers to the polarisation; further: potency means the concentration at half of the fitted maximal effect; % of control where 0% means no effect; many of its hits are not listed in these tables
Giardia killer: Giardia lamblia killing; Giardia lamblia trophozoite viability; activity change, % at 7.66 µM, hits read low; hit rate 0.15% among 340,000; AID 540267; in the data active means activity change below about -80%; inconclusive means between about -30% and that limit;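 further: parasites exposed to compound for two days anaerobically before the ATP read; on the % scale 0 is the no-effect control and ±100 the full control effect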
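Each well holds 100 Giardia trophozoites and compound. After two days (48 hrs) at 37 deg C in anaerobic conditions, ATP is quantified by luminescence.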
PKM2 act: PKM2 (human) enzyme activation; P14618; purified PKM2, Kinase-Glo ATP luminescence, activation; response scale: 0% is enzyme alone, no compound; Potency, µM (doses to about 57.5 µM), for the others: at the highest dose activation, hits mostly activators; hit rate 0.34% among 260,000; AID 1631; further: potency means the concentration at half of the fitted maximal effect; on the % scale 0 is the no-effect control and ±100 the full control effect; nearly all actives have a fitted effect of over 55% in size
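Kinase-Glo luminescence reports ATP generated from ADP (0.1 mM) and PEP (0.5 mM) by purified hPK-M2 after 1 h at room temperature, pH 7.2 imidazole buffer; intermediate enzyme activity allows detecting inhibitors and activators.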
TSG101-PTAP inh: blocks PTAP/TSG101 interaction to inhibit HIV-1 budding. Fluorescence polarization, FITC-PTAP peptide / Tsg101 binding. Potency, µM (top dose mostly 115 µM), without a hit: at the highest dose activity change, negative = inhibition, hits mostly inhibitors. 340,000 tested, under 10 active. AID 493005; active means well fitted inhibition curve with a large enough effect in the main read-out, with a control signal flat, not every such curve was filed as active; inconclusive means small, poorly fitted or top-dose-only effect, or effect the other way, or a change in a side signal; inactive means no such curve, though single readings can be large or run the other way; further: potency means the concentration at half of the fitted maximal effect; % of control where 0% means no effect
Target sequence (Q99816 whole entry, looked up): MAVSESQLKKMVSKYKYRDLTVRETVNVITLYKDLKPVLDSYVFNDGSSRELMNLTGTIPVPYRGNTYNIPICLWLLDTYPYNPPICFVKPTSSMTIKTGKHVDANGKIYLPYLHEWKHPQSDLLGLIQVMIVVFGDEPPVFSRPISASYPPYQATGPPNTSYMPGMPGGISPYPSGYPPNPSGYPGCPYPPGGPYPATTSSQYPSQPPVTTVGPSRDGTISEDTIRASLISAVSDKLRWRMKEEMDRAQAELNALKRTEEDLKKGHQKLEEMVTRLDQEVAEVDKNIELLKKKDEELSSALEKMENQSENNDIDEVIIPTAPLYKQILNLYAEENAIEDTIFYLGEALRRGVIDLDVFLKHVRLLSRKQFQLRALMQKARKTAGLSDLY
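Fluorescence anisotropy tracks displacement of a FITC-tagged PTAP peptide (50 nM) from the Tsg101 binding domain (10 uM), following a 20 min room-temperature incubation at pH 7.5.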
BCR signal inh: chronic active BCR signaling inhibition; ABC-DLBCL IkBa-CBG/CBR reporter, luminescence ratio, 4 h; Potency, µM (doses to about 46.1 µM), inactives show top-dose ratio change, negative = lower green/red ratio, usual class: inhibitors; hit rate 0.05% among 340,000; AID 493014; active means well fitted inhibition curve with a large enough effect in the signal ratio, with a control signal flat, not every such curve was filed as active; inconclusive means small, poorly fitted or top-dose-only effect, or effect the other way, or a change in a side signal; the % refers to the signal ratio;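 further: potency means the concentration at half of the fitted maximal effect; plate controls were basal doxycycline-induced cells for no effect and cells given 10 µM MG132 for full effect; MG132 reads +100%, hits lower the ratio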
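Concentration-response series (up to 46 uM) were applied to TMD8 dual-reporter cells for 4 h at 37C with doxycycline. Green/red ratio, after filter-overlap correction, defined %Activity; red signal alone was normalised to basal cells and zero luminescence.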
Coupling enz: inhibits coupling enzyme system, counter-screen for aldolase hits | coupling enzyme system counterscreen, AmpLite Red fluorescence | AID 2472 | activity change, negative = inhibition, % at 58.2 µM, hits read low | hit rate 0.67% among 290,000; in the data active means activity change below about -30%; further: on the % scale 0 is the no-effect control and ±100 the full control effect
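Fluorescence at 525 nm excitation and 598 nm emission measured inhibition of the coupled detection system without aldolase. Compounds (at 57.5 uM final) were preincubated 10 min at room temperature with coupling enzyme reagent before a 20 min substrate/AmpLite Red step.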
B2AR arrestin: recruits beta-arrestin to the human beta2-adrenergic receptor | Potency, µM (top dose mostly 46.1 µM), inactives show at the top dose activation, usual class: activators | AID 492947 | hit rate 0.02% among 330,000 | P07550 | beta-arrestin recruitment to beta2AR, cell-based reporter;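 further: potency means the concentration at half of the fitted maximal effect; 0% = DMSO controls and full agonism = EC100 isoproterenol or metaproterenol; nearly all actives have a fitted effect of over 65% in size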
Target sequence (P07550 whole entry, looked up): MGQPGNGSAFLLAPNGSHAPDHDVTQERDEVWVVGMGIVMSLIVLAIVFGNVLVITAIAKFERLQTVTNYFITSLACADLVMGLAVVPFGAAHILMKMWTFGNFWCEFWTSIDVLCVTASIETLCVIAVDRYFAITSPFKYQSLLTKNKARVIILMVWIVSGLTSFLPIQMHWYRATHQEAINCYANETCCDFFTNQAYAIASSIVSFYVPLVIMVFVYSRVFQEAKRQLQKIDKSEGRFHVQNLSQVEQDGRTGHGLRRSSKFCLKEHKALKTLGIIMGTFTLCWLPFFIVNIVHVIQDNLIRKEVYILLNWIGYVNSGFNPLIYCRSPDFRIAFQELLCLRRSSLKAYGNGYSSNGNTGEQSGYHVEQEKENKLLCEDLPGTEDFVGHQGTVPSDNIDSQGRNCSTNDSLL
Tb PFK block: inhibitors of T. brucei phosphofructokinase. O15648. T. brucei PFK, ADP-Glo luminescence. Potency, µM (titrated, usually from 57.5 µM), inactives show at the top dose activity, negative = inhibition, actives largely listed as inhibitors. hit rate 0.17% among 330,000. AID 485367;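 further: potency means the concentration at half of the fitted maximal effect; 0% = uninhibited 1x PFK enzyme wells and -100% = no-enzyme wells; nearly all actives have a fitted effect of over 60% in size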
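ADP-Glo luminescence quantified ADP after 45 min at room temperature, with 1.25 nM T. brucei PFK, 0.1 mM ATP and 0.5 mM fructose-6-phosphate in pH 8.0 TEA buffer. qHTS titrations up to 57 µM; curves classified by quality.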
GALK inhibitor: galactokinase (human) inhibition. P51570. Purified GALK, Kinase-Glo residual ATP luminescence. Potency, µM (highest dose often 57.5 µM), for the others: at the top dose activity change, negative = inhibition, usual class: inhibitors. hit rate 0.007% among 270,000. AID 1868; further: potency means the concentration at half of the fitted maximal effect; on the % scale 0 is the no-effect control and ±100 the full control effect
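ATP-depletion format; final 35 uM ATP, 100 uM D-galactose, 5 nM enzyme; pH 8.0 HEPES/Mg2+ buffer; 60 min RT; luminescence read 10 min after detection reagent.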
An asterisk follows results filed as active; u = inconclusive; x = not tested or not shown; [ ] = remark or other dose. Unless noted, the call rests on the fitted dose curve; in most records, active means well fitted curve in the direction sought with a large enough effect; inconclusive means small, poorly fitted or top-dose-only effect, or another doubt; inactive means no such curve, though single readings can be large; an effect the other way counts as inactive or inconclusive. A portion of the library (hit frequency here may not be typical).

#1 COc1ccc(NC(=O)Nc2nccs2)cc1
#2 O=C(CCNS(=O)(=O)c1ccccc1)OCC(=O)c1ccc(F)cc1
#3 CC(=O)NC1(C2CCCCC2=O)CCCCC1 (stereo not drawn)
#4 CC1(C)CC(=O)C(C=NCCN2CCN(CC(=O)Nc3ccc(Cl)cc3)CC2)=C(O)C1
#5 CC(=O)NC(Cc1c[nH]c2ccccc12)C(=O)Nc1ccc2c(c1)OCO2 (stereo not drawn)
#6 Cc1cc(C)c2cc(C(=O)N3CCC(C(=O)c4ccc(F)cc4)CC3)[nH]c2c1
#7 Cc1onc(-c2ccccc2)c1C(=O)N1CCCC1
#8 COc1ccc2c(c1)c(N=NC(N)=S)c(O)n2CC(=O)c1ccccc1
screen / no. | 1 | 2 | 3 | 4 | 5 | 6 | 7 | 8
S-ASM inh | 0.4% | -1.3% | 1.9% | -1.1% | -0.7% | -10.1% | 6.7% | 2.8%
a7 integrin act | -7.6% | -7.8% | 21.6% | 0.0% | 8.2% | -13.2% | 5.8% | 11.2%
Menin MLL FP TR | 20.9% | x | -3.7%[11.7 µM] | -0.1% | 7.5% | x | -3.0% | -21.0%
Giardia killer | -17.0 | 8.9 | 20.0 | 8.1 | 7.2 | 10.7 | 28.7 | -14.4
PKM2 act | 2.9% | x | -2.2% | -1.1% | -13.0% | 0.3% | -9.6% | x
TSG101-PTAP inh | -3.9% | -0.4% | -3.4% | -1.3% | -2.4% | -2.2% | -3.7% | -6.9%
BCR signal inh | -2.3% | 8.4% | -0.2% | -1.1% | -14.9% | u | -0.6% | 4.6%
Coupling enz | 1.3 | x | 2.1 | 3.1 | 0.9 | 0.6 | -2.8 | 0.7
B2AR arrestin | -0.2% | 0.2% | 0.5% | 0.5% | -0.1% | 0.1% | -0.5% | -0.8%
Tb PFK block | -15.8% | 2.9% | -2.9% | 3.0% | -9.1% | 0.0% | 7.0% | 2.4%
GALK inhibitor | -2.3% | x | 1.3% | -1.8% | 0.2% | -2.5% | -6.3% | -1.1%

#9 Cc1cc(C)cc(NC(=O)COC(=O)CCn2c(C)csc2=O)c1
#10 CCOC(=O)N1CCC(N(CCN(C)C)C(=S)Nc2ccccc2OCC)CC1
#11 C=CCC[C@@H](Cc1ccc(F)cc1)C(=O)O[C@H](CNC(=O)[C@H](CC=C)CC(=O)N(CCO)Cc1ccccc1)c1ccccc1
#12 O=S(=O)(c1cc(F)ccc1F)N1CCC2(CC1)OCCO2
#13 O=C1CC(N2CCN(S(=O)(=O)c3ccc(Cl)cc3)CC2)C(=O)N1CCc1ccccc1 (stereo not drawn)
#14 CN(C)S(=O)(=O)c1ccc(SCC(=O)Nc2ccc3c(c2)OCCO3)nc1
#15 COC(CSc1ncnc2c1oc1nc3c(cc12)COC(C)(C)C3)OC
#16 Cc1cccc(COCC(Cc2ccccc2)N2CCN(C(=O)c3ccc(Cl)c(Cl)c3)CCC2=O)c1 (stereo not drawn)
screen / no. | 9 | 10 | 11 | 12 | 13 | 14 | 15 | 16
S-ASM inh | 2.8% | -1.4% | -5.0% | 2.0% | 0.9% | -0.4% | -2.6% | -8.2%
a7 integrin act | -16.2% | -1.1% | -40.0% | 21.0% | 11.5% | 5.9% | 4.4% | -13.8%
Menin MLL FP TR | x | -7.1% | x | x | 6.2% | x | x | 0.9%
Giardia killer | -3.9 | 19.5 | -5.3 | -9.5 | 11.4 | 1.1 | 15.8 | -5.5
PKM2 act | x | -6.2% | x | 8.6% | -4.9% | x | 0.1% | 0.5%
TSG101-PTAP inh | -5.4% | -1.2% | -7.7% | 0.8% | -5.8% | -5.9% | -2.3% | x
BCR signal inh | 4.6% | -5.7% | u | 1.7% | 0.6% | 1.3% | -3.8% | -6.3%
Coupling enz | x | 2.1 | x | x | 0.6 | x | 0.6 | 0.4
B2AR arrestin | 1.3% | -0.8% | -2.1% | 0.1% | 0.0% | 0.3% | -0.5% | -0.4%
Tb PFK block | -2.0% | -6.3% | -5.5% | -0.2% | 2.2% | -0.6% | -2.8% | -1.6%
GALK inhibitor | x | 3.2% | x | -2.9% | 0.9% | x | 0.9% | x

Compound profiles, from the list above. Order of screens: S-ASM inh, a7 integrin act, Menin MLL FP TR, Giardia killer, PKM2 act, TSG101-PTAP inh, BCR signal inh, Coupling enz, B2AR arrestin, Tb PFK block, GALK inhibitor
C=CCC[C@@H](Cc1ccc(F)cc1)C(=O)O[C@H](CNC(=O)[C@H](CC=C)CC(=O)N(CCO)Cc1ccccc1)c1ccccc1 is listed as -5.0%, -40.0%, x, -5.3, x, -7.7%, u, x, -2.1%, -5.5%, x
Cc1cccc(COCC(Cc2ccccc2)N2CCN(C(=O)c3ccc(Cl)c(Cl)c3)CCC2=O)c1 (stereo not drawn) is listed as -8.2%, -13.8%, 0.9%, -5.5, 0.5%, x, -6.3%, 0.4, -0.4%, -1.6%, x
O=C1CC(N2CCN(S(=O)(=O)c3ccc(Cl)cc3)CC2)C(=O)N1CCc1ccccc1 (stereo not drawn) is listed as 0.9%, 11.5%, 6.2%, 11.4, -4.9%, -5.8%, 0.6%, 0.6, 0.0%, 2.2%, 0.9%
CC(=O)NC1(C2CCCCC2=O)CCCCC1 (stereo not drawn) is listed as 1.9%, 21.6%, -3.7%[11.7 µM], 20.0, -2.2%, -3.4%, -0.2%, 2.1, 0.5%, -2.9%, 1.3%

Following part.
#17 C/C=C/Cn1c(N2CCCCCC2)nc2c1c(=O)[nH]c(=O)n2C
#18 O=C(OCC(=O)c1ccc(Cl)cc1Cl)c1ccc2c(c1)C(=O)N(c1cccc3ncccc13)C2=O
#19 CC(=N)C1=C(O)CC(C)(C)CC1=O
#20 O=C(CSc1nnc(-c2cccc(F)c2)o1)Nc1nncs1
screen / no. | 17 | 18 | 19 | 20
S-ASM inh | -1.1% | -4.4% | 5.0% | -0.3%
a7 integrin act | 2.7% | -3.8% | 6.9%[1.53 µM] | 2.3%
Menin MLL FP TR | -18.2% | 22.5% | 0.7% | 6.5%
Giardia killer | 24.5 | 9.0 | -0.2 | 3.0
PKM2 act | -14.6% | -8.6% | -2.2% | 9.8%
TSG101-PTAP inh | -2.5% | -6.5% | -1.1% | 0.2%
BCR signal inh | -0.6% | -3.3% | 0.3% | u
Coupling enz | -0.9 | 1.5 | -0.9 | -3.1
B2AR arrestin | -0.1% | 0.5% | 0.1% | -0.1%
Tb PFK block | 0.7% | -3.7%[0.46 µM] | -1.0% | -1.0%
GALK inhibitor | 6.6% | -1.3% | -3.2% | -0.7%
